Assay outcomes (PubChem BioAssay)
Anesthetic bind – qHTS Assay for Identification of Novel General Anesthetics; Potency, µM (titrated, usually from 77.5 µM), without a hit: top-dose activity change, negative = displacement, usual class: inhibitors; Ferritin light chain (Equus caballus), P02791; AID 485281, 2010; apoferritin/1-aminoanthracene competitive binding, fluorescence; actives 0.074% (n = 350,000); also: potency is read from the fitted curve at half-maximal effect; % is scaled to controls: 0 for no effect and ±100 for the full control effect; nearly all actives have a fitted effect of over 20% in size
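Steps: apoferritin (10 uM) was premixed with half-saturated 1-AMA in PBS, compounds were pin-transferred, plates stood 10 min at room temperature, fluorescence was read at 380/535 nm, and curves were fitted with a Hill equation.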
Pol kappa inh – qHTS for Inhibitors of Polymerase Kappa | actives 0.53% (n = 400,000) | purified Pol kappa, fluorescent DNA synthesis assay, 10 min | Potency, µM (top dose mostly 107 µM), for inactives: top-dose activity, negative = inhibition, actives largely listed as inhibitors | DNA polymerase kappa (Homo sapiens), Q9UBT6 | AID 588579, 2011; also: potency is read from the fitted curve at half-maximal effect; % is scaled to controls: 0 for no effect and ±100 for the full control effect
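First, compounds were pin-transferred onto 10 nM Pol kappa. After 15 min at room temperature, substrate was added to 50 nM final. Fluorescence was then measured kinetically at 0 and 10 min.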
ALOX12 inh – Primary qHTS assay for inhibitors of human arachidonate 12S-lipoxygenase (ALOX12): Round 2; Polyunsaturated fatty acid lipoxygenase ALOX12 (Homo sapiens), P18054; actives 1.1% (n = 580,000); purified 12hLO, xylenol orange hydroperoxide absorbance; Potency, µM (titrated, usually from 108 µM), for the others: at the top dose activity change, negative = inhibition, hits mostly inhibitors; AID 1671190, 2021; also: potency is read from the fitted curve at half-maximal effect; % is scaled to controls: 0 for no effect and ±100 for the full control effect
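Hydroperoxide product was detected by ferrous iron/xylenol orange as the 573 to 405 nm absorbance ratio. Arachidonic acid at 40 uM (final) was turned over for 30 min at room temperature by 150 nM human 12hLO, pH 7.0 Hepes buffer, after 15 min compound preincubation.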
APEX1 inh – qHTS Assay for Inhibitors of the Human Apurinic/apyrimidinic Endonuclease 1 (APE1); DNA repair nuclease/redox regulator APEX1 (Homo sapiens), P27695; recombinant APE1, TAMRA/BHQ-2 abasic DNA cleavage fluorescence; Potency, µM (highest dose often 65.8 µM), for inactives: at the highest dose activity change, negative = inhibition, hits mostly inhibitors; actives 0.35% (n = 350,000);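 also: potency is read from the fitted curve at half-maximal effect; plate controls were vehicle for no effect and reference inhibitor for full effect; nearly all actives have a fitted effect of over 55% in size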
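Measures dequenching upon AP-site incision of a 5'-TAMRA/3'-BHQ-2 THF-containing duplex, 50 nM; human APE1 0.75 nM after 15 min room-temperature exposure to compound; kinetic three-point read at one-minute spacing.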
Pol iota inh – qHTS for Inhibitors of Polymerase Iota; DNA polymerase iota (Homo sapiens), Q9UNA4; Pol iota fluorescent replication assay, 10 min; Potency, µM (titrated, usually from 115 µM), for the others: at the top dose activity, negative = inhibition, actives largely listed as inhibitors; actives 1% (n = 390,000); also: potency is read from the fitted curve at half-maximal effect
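Pol iota at 10 nM preincubated 15 min with compounds at room temperature; reaction started with fluorescent substrate, 50 nM final. Fluorescence read kinetically at 0 and 10 min; buffer-only wells as negative control.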
POLB inh – qHTS Assay for Inhibitors of DNA Polymerase Beta | P06746 | Pol beta primer extension/strand displacement, fluorescence kinetic | Potency, µM (doses to about 114 µM), inactives show at the highest dose activity change, negative = inhibition, most hits filed as inhibitors | actives 1.3% (n = 340,000) | AID 485314, 2010; also: potency is read from the fitted curve at half-maximal effect; % is scaled to controls: 0 for no effect and ±100 for the full control effect
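10 nM enzyme + cpd, 15 min RT; start with substrate 50 nM final; read 0 min and after 10 min RT. Corrected, normalized data; 4-parameter Hill curve fit.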
BLM helicase inh – qHTS Assay for Inhibitors of Bloom's syndrome helicase (BLM) | recombinant BLM DNA unwinding, fluorescence dequenching | Potency, µM (doses to about 56.1 µM), for the others: at the top dose activity change, negative = inhibition, usual class: inhibitors | actives 0.2% (n = 350,000);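 also: potency is read from the fitted curve at half-maximal effect; plate controls were vehicle for no effect and no enzyme for full effect; nearly all actives have a fitted effect of over 35% in size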
ERG Ets-DNA blk – qHTS for Small Molecule Inhibitors of the ERG Ets/DNA interaction | Potency, µM (series often up to 76.9 µM), for inactives: at the top dose FP activity, negative = inhibition, hits mostly inhibitors | AID 624246, 2012 | actives 0.028% (n = 370,000) | fluorescence polarization, His-ERG Ets domain / labelled DNA | Transcriptional regulator ERG (Homo sapiens), P11308; active = well fitted inhibition curve with a large enough effect in the polarisation, with a control signal flat; inconclusive = small, poorly fitted or top-dose-only effect, or effect the other way, or a change in a side signal; inactive = no such curve, though single readings can be large or run the other way; the % refers to the polarisation;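 also: polarization taken with two DNA probes labelled with fluorescein and Texas red; potency is read from the fitted curve at half-maximal effect; % of control where 0% means no effect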
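His-tagged ERG Ets domain (1 uM in the protein solution; 300mM KCl, 50mM Tris-HCl, 1mM EDTA, 1mM DTT, pH 7.5) received compound, then a probe mix of 5 nM fluorescein-DNA and 100nM Texas-615-DNA. Fluorescence polarization was read for both dyes.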
TRHR ag – qHTS for Small Molecule Agonists and Allosteric Enhancers of Human TRH Receptor: Primary Screen for Agonists. TRHR cells, calcium flux fluo-8, FDSS agonist mode. Thyrotropin-releasing hormone receptor (Homo sapiens), P34981. activation, % at 2 µM. actives 0.18% (n = 360,000). AID 493084, 2011; in the data active = activation above about 30%; also: 0% is about no effect
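TRHR-expressing cells loaded with fluo-8 calcium dye; 23 nL library compound pin-transferred, kinetic FDSS fluorescence (Ex 480/Em 530) recorded about 180 s for agonist-induced calcium release, before a 10 nM TRH EC20 addition for potentiator mode.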
Active calls of the source: *; i = inactive; ? = inconclusive; . = not tested or not shown; & = joins results of further samples; [ ] = dose if it differs, or a comment. Unless noted, calls follow the shape of the dose curve; as a rule, active = well fitted curve in the direction sought with a large enough effect; inconclusive = small, poorly fitted or top-dose-only effect, or another doubt; inactive = no such curve, though single readings can be large; an effect the other way counts as inactive or inconclusive.

Below each SMILES – Anesthetic bind	Pol kappa inh	ALOX12 inh	APEX1 inh	Pol iota inh	POLB inh	BLM helicase inh	ERG Ets-DNA blk	TRHR ag
> COc1cccc(CN(C)C(=O)C2CCC(=O)N(Cc3cccc(F)c3)C2)c1 (configuration not stated)
    -12%	-8%	-3%	-24%	-6%	53%	-4%	-4%	-0.8
> CCOc1cc(CNCc2ccc3c(c2)OCO3)ccc1OC
    -14%	-4%	48%[activator]	41%	-1%	25%	0%	-8%	-0.1
> Cc1ccc(NC(=O)CN2CCc3ccccc3C2)cc1C
    -16%	-1%	-1%	-1%	18%	-20%	-4%	0%	-0.2
> CC(=O)Nc1ccc(S(=O)(=O)NCCCN2CCOCC2)cc1
    -1%	5%	-6%	43%	-15%	4%	-2%	-6%	0.5
> CCOC(=O)N1CCC(NC(=O)c2ccc3c(c2)N(Cc2ccccc2)C(=O)c2ccccc2S3(=O)=O)CC1
    -12%	-13%	-3%	.	16%	14%	-8%	-14%	0.3
> CCC(C)NC(=O)c1cn(CC)c2ccc(S(=O)(=O)N3CCc4ccccc4C3)cc2c1=O (configuration not stated)
    ?	-9%	-20%	.	7%	3%	-11%	0%	-0.9
> Cc1ccc(S(=O)(=O)NCC(=O)NC2CCCCCC2)cc1
    4%	-11%	6%	2%	-4%	-2%	-1%	5%	-0.3
> CCCN1CCC(NC(=O)C2CCCCC2C(=O)O)CC1 (configuration not stated)
    -3%	2%	4%	-5%	34%[activator]	33%	-5%	2%	0.6
> COc1cc(OC)c2c(=O)cc(-c3ccccc3)oc2c1
    -13%	25%	?	1%	41%[activator]	0%	37%[activator]	-15%	-0.5
> COc1ccc(NC(=O)CN2CCCN(S(=O)(=O)c3ccc(F)cc3)CC2)c(OC)c1
    -7%	-15%	21%	-7%	40%[activator]	-19%	-1%	-6%	-1.2
> COC(=O)c1ccccc1NC(=O)N1CCN(S(C)(=O)=O)CC1
    -3%	1%	0%	19%	45%[activator]	-23%	2%	-9%	0.3
> COCC(C)NC(=O)C1CCN(S(=O)(=O)c2ccc3ccccc3c2)CC1 (configuration not stated)
    .	-9%	-17%	21%	14%	.	.	-1%	-0.5
> CCN(C(=O)CSc1nnc(-c2ccccc2)n1C)C1CCS(=O)(=O)C1 (configuration not stated)
    5%	-1%	4%	0%	38%[activator]	-3%	-9%	-9%	0.5
> COc1ccc(CNC(=O)C2CCN(S(=O)(=O)c3ccc(Br)s3)CC2)cc1
    -12%	-17%	0%	3%	78%[activator]	-2%	-1%	-5%	-0.3
> O=C(O)c1ccc(/C=N/n2c(C3CCCCC3)n[nH]c2=S)cc1
    -13%	-8%	.	15%	6%	15%	-2%	4%	-0.6
> CC(C)(C)[C@@H]1COC(=O)[C@H](Cc2ccc(F)cc2)CC/C=C\C[C@@H](CC(=O)NCCO)C(=O)N1
    .	-6%	-12%	-29%	-2%	.	.	-3%	.
> Cc1cc(Cl)ccc1C(=O)C1CCCN(C(=O)c2ccc3ncccc3c2)C1 (configuration not stated)
    ?	1%	-6%	-4%	27%	-13%	-2%	3%	-0.3
> COc1cc2c(cc1OC)C(COc1ccc3c(C)cc(=O)oc3c1)N(C(=O)c1ccccc1C)CC2 (configuration not stated)
    0%	-17%	-80%	.	13%	7%	-5%	0%	-0.6
> O=C(Nc1ccccc1)N1CC2(CCN(C(=O)c3cc(C(F)(F)F)cc(C(F)(F)F)c3)CC2)C1
    .	0%[60.1 µM]	-4%[57.4 µM]	2%	.	.	2%	.	.
> Cc1nc(CN2CCN(C(=O)NC3(c4ccccc4)CC3)CC2)cs1
    -5%	-9%	-1%	0%	-9%	6%	-1%	-3%	0.3
> CC(=O)c1cccc(NC(=O)c2cnn3ccccc23)c1
    -7%	-15%	-2%[57.4 µM]	1%	22%	-1%	-1%	0%	-0.5
> N#Cc1nc(COc2ccccc2F)oc1NCCc1ccccc1
    -2%	-8%	-20%&-7%	1%	16%	1%	-8%	-5%	-0.7
> COc1ccccc1N1C(=O)CC(N2CCN(c3ccc([N+](=O)[O-])cc3)CC2)C1=O (configuration not stated)
    ?	-20%	?	37%	-12%	8%	-1%	-5%	0.6
> O=C(CNC(=O)c1ccco1)Nc1ccc(F)cc1
    -6%	1%	3%	-3%	90%[activator]	-4%	-5%	0%	0.0
> Cc1ccc(/C=N/N2CCN(c3ccccn3)CC2)o1
    -2%	8%	63%[activator]	-5%	28%	0%	-3%	-3%	-0.9
> COCCNC(=O)C(c1ccc(OC)cc1)N(C(=O)Cn1nnc2ccccc21)c1cccnc1 (configuration not stated)
    -1%	2%	5%	9%	46%[activator]	8%	-5%	-14%	-0.5
> COc1ccc(NS(=O)(=O)c2cc(NC(=O)Cc3cccs3)ccc2C)cc1
    6%	-7%	6%	-9%	5%	-2%	-5%	9%	-0.5
> Cc1ccc(C)c(OCCC(=O)NNC(=O)Cn2nc(C)cc2C)c1
    .	1%	8%	48%	23%	.	.	28%	-1.2
> CCOC(=O)C12CC1/C(=N\O)c1ccccc1O2 (configuration not stated)
    2%	-11%[19.4 µM]	11%	-2%	.	.	.	.	.
> Cc1ccc(-c2noc(CNC(=O)c3ccccc3)n2)cc1
    -2%	0%	-16%	.	-2%	-19%	1%	-1%	-0.5
> CSCC[C@H](NC(=O)OC(C)(C)C)C(=O)N/N=C/c1c(C)[nH]c(=O)[nH]c1=O
    2%	1%	i	3%	25%	-11%	1%	4%	0.4
> Cc1ccccc1Nc1nc(N)nc(COC(=O)CCC(=O)c2ccc(F)cc2)n1
    .	0%	15%	34%	5%	.	.	1%	0.0
> CC(C)(C)c1cc(NC(=O)c2cccs2)no1
    .	-15%	i	.	5%	.	.	-1%	.
> O=C1CC(C(=O)O)S/C(=N\N=C\c2ccc(Br)cc2)N1 (configuration not stated)
    -4%	-9%	-26%	4%	6%	0%	1%	5%	-0.1
> C=C(C)CSc1nc2sc3c(c2c(=O)n1-c1ccc(OC)cc1)CCN(C)C3
    -21%	-14%	-26%	-18%	-17%	30%	-2%	30%	-1.3
> O=C(COC(=O)c1cccs1)NCc1ccccc1
    -21%	6%	0%	10%	2%	15%	-2%	5%	-0.7
> COc1ccc(Cl)cc1NC(=O)CN(C1CCCCC1)S(C)(=O)=O
    -17%	-8%	-6%	-6%	3%	-25%	-9%	-4%	0.0
> Cc1ccc(NC(=O)CN(C)S(=O)(=O)c2cccs2)cc1C
    ?	3%	14%	-6%	33%[activator]	-22%	-7%	.	-1.0
> Cc1cc(C(C)(C)C)oc1C(=O)O
    -4%	2%	432%[activator]	0%	18%	0%	0%	-3%	-1.4
> Cc1ccc2c(c1)C(=O)CC1(CCC(C(C)(C)C)CC1)O2 (configuration not stated)
    -2%	5%	-14%	2%	21%	17%	-5%	-11%	0.0
> O=P(Cc1ccccc1O)(c1ccccc1)c1ccccc1
    -5%	-3%	-2%	3%	26%	3%[57.1 µM]	2%	-12%	-0.2
> CCCc1cc(C(=O)N/N=C/c2cccn2C)cs1
    -15%	1%	-4%	12%	127%[activator]	-14%	-3%	2%	-0.6
> Cc1ccc(C(=O)CN(CCC(=O)O)C(=O)c2ccncc2)cc1
    .	-4%	?	9%	14%	.	.	3%	-0.1
> Cc1cccc(OCC(O)CN2CCc3ccccc3C2)c1 (configuration not stated)
    ?	-2%	-22%	89%[activator]	-13%	8%	0%	11%	-0.8
> CCOc1ccccc1NC(=O)CSc1nc2c([nH]c3ccccc32)c(=O)n1-c1ccccc1
    5%	-6%[60.1 µM]	-14%	.	14%	0%	-2%	2%	-0.1
> COc1cc(NS(=O)(=O)c2ccc(NC(=S)NC(=O)/C=C/c3ccc(OC)c(OC)c3)cc2)ncn1
    -14%	-22%	-14%	?	?	18%	-2%	5%	0.1
> COc1ccccc1/C=C1\SC(=O)N(CCC(=O)N2CCCCC2CCO)C1=O (configuration not stated)
    ?	-14%	0%	0%	27%	3%	-1%	8%	-0.8
> CCOC(=O)C1CCCN(C(=O)COc2ccc(N(C)S(=O)(=O)c3ccc(F)cc3)cc2)C1 (configuration not stated)
    -13%	2%	8%	-3%	42%[activator]	-7%	0%	10%	-0.7
> COc1ccc(Cl)cc1S(=O)(=O)n1cnc2ccccc21
    -15%	5%	4%	-1%	2%	?	6%	6%	-2.1

A portion of the library (hit frequency here may not be typical).
